MEKK2wt PB1 HTS = modulators of MEK5 binding to wildtype MEKK2, primary screen, biochemical, multiplex bead flow cytometry, Alexa488-MEK5; Alexa488-MEK5 binding to MEKK2 WT; actives lie on both sides; 1.1% of 290,000 active; binding response (% of control), % at 10 µM; Mitogen-activated protein kinase kinase kinase 2 (Homo sapiens), Q9Y2U5; in the data active = binding response below about 67% or above about 130%
PHOSPHO1 inh = PubChem AID 1565. recombinant PHOSPHO1, absorbance phosphatase assay. inhibition, % at 13.3 µM. 1.1% of 290,000 active; in the data active = inhibition above about 60%
GalR3 antagonist = GalR3 antagonists in HEK293 cells, primary screen, cell-based, fluorescence readout. 0.44% of 360,000 active. inhibition, % at 3 µM. AID 651719, 2012. HEK293 GalR3-CNG cAMP membrane potential fluorescence; galR3 body fused to GalR1 C-terminus;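 active = inhibition above the screen-wide average plus 3 SD, cut at about 13% in these data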;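 also: forskolin and galanin both at EC90 stimulate the cells; cAMP rise reported by CNG channel membrane potential dye signal; 0% = forskolin plus galanin with DMSO and 100% = forskolin alone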
OXTR ag = human OXTR agonists, primary screen, fluorescence, CHO-OTR cells, Fluo-8 calcium; Oxytocin receptor (Homo sapiens), P30559; Fluo-8 calcium fluorescence; normalized: DMSO 0%, oxytocin 100%; activation, % at 3 µM; 0.32% of 320,000 active; AID 2435, 2010;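 active = activation above the mean of all tested compounds plus 3 SD, cutoff set per screening run, cut at about 20% in these data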;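 also: peak over basal fluorescence ratio from a 100 s FLIPR kinetic read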
Target sequence (P30559 whole entry, looked up): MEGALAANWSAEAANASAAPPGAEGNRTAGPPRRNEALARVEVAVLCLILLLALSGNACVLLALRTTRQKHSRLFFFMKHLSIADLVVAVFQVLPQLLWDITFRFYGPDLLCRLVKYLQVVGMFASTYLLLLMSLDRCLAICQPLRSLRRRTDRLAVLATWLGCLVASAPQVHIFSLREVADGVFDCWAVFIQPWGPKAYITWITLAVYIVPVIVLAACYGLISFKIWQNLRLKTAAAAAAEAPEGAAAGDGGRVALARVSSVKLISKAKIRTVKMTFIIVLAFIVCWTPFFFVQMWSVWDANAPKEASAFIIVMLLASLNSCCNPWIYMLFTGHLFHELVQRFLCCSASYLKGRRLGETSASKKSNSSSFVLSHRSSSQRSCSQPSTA
NALP1 yeast inh = NALP1 inflammasome inhibitors in reconstituted yeast, colorimetric, S. cerevisiae, triplicate retest | S. cerevisiae NALP1/ASC/caspase-1 growth, X-gal OD620, 72 h | inhibition, % at 10 µM | 0.61% of 280,000 active; in the data active = inhibition mostly above about 24%, no sharp cut-off; inactive = mostly below about 32%; also: some compounds called inactive have numbers as strong as hits
MEKK3 PB1 HTS = modulators of MEKK3-MEK5 PB1 binding, primary screen, biochemical, wildtype MEKK3, multiplex bead flow cytometry, Alexa488-MEK5 | Mitogen-activated protein kinase kinase kinase 3 (Homo sapiens), Q99759 | bead-based flow cytometry, Alexa488-MEK5 binding to MEKK3; actives lie on both sides; 0 = blocked by unlabeled MEK5, 100 = vehicle | binding response (% of control), % at 10 µM | 1.4% of 290,000 active | AID 1529, 2009;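 active = binding response more than 3 SD above or below the average of its plate-row segment, actives on both sides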;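 also: Alexa488 bead fluorescence after subtracting the streptavidin-only scavenger bead signal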
GPR7 antag = GPR7 receptor antagonists, primary screen, cell-based, fluorescence, single concentration; Neuropeptides B/W receptor type 1 (Homo sapiens), P48145; GPR7-expressing cells, fluorescence antagonist assay; inhibition, % at 4.4 µM; 1.1% of 290,000 active; AID 1861, 2009; in the data active = inhibition above about 16%, passing the limit was not always enough;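 also: cells stimulated with the agonist NPW; 0% = agonist with vehicle and 100% = vehicle without agonist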
Target sequence (P48145 whole entry, looked up): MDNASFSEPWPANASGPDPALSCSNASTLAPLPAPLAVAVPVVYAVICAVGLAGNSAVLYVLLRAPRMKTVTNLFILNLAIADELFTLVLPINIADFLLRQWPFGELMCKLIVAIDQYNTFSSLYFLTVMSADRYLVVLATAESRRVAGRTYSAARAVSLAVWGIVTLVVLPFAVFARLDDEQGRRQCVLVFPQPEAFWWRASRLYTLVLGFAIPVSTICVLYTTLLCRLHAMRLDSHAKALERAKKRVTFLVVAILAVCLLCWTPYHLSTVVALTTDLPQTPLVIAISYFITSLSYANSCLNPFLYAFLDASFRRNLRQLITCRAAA
MEKK2mut PB1 HTS = MEK5 binding signal on mutant MEKK2 PB1, primary screen, biochemical, multiplex bead flow cytometry, Alexa488-MEK5; Alexa488-MEK5 binding to MEKK2 mutant; percent response, % at 10 µM; 0.35% of 290,000 active; in the data active = percent response above about 24%, passing the limit was not always enough; also: inactives centre near 1; some results filed as inactive read as strong as hits; reference of the scale not given here
V1R ag counter = agonists of human V1a receptor, primary screen, counter-screen for OXTR agonist project, fluorescence, CHO-V1R cells; Vasopressin V1a receptor (Homo sapiens), P37288; Fluo-8 calcium fluorescence, agonist mode; 0% DMSO, 100% 3 nM vasopressin; activation, % at 3 µM; 0.25% of 320,000 active; AID 2797, 2010;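 active = activation above the mean activation of all tested compounds plus 3 SD, per screening run, cut at about 20% in these data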;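 also: signal is peak over basal fluorescence ratio across a 100 second FLIPR read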
* = called active by the depositor; . = not tested or not shown. Compounds were not picked by outcome. About 5.4% of those tested had a hit in this group.

SMILES	MEKK2wt PB1 HTS	PHOSPHO1 inh	GalR3 antagonist	OXTR ag	NALP1 yeast inh	MEKK3 PB1 HTS	GPR7 antag	MEKK2mut PB1 HTS	V1R ag counter
CNc1ncnc(Sc2ccc(Cl)cc2)c1[N+](=O)[O-]	101	33	-2	-1.8	-3	100	-5	-3	-0.4
Cn1c(N)c(C(=O)COC(=O)CCC2CCCC2)c(=O)n(C)c1=O	106	12	9	1.9	-5	112	0	7	5.1
C/C(=N\NC(=O)c1nnn(-c2nonc2N)c1CN(C)C)c1ccco1	100	7	-4	-1.0	3	105	2	-1	0.8
Cc1cccc(C(=O)Nc2ccc(CC(=O)O)cc2)c1	84	3	-3	-0.1	2	80	-12	-8	0.6
C=CCn1c(SCC(=O)O)nnc1-c1cccc(Cl)c1	101	-10	-2	0.6	-23	107	-15	-11	-0.2
CNC(=O)CN1C(=O)C2C3C=CC(C3)C2C1=O (configuration not stated)	86	35	0	-0.2	27	83	-12	-6	-0.4
COc1ccc(NC(=O)COC(=O)c2ccc(O)cc2)c([N+](=O)[O-])c1	98	-9	6	4.1	6	103	-5	-1	2.0
CN1CCN(C(=O)c2cc3c(n(-c4ccccc4)c2=O)CC(C)(C)CC3=O)CC1	97	0	-1	-0.2	29	98	5	2	0.8
O=C(NC1CC1)c1ccc(S(=O)(=O)NCC2CCCCC2)cc1	103	-10	-3	3.3	-1	101	13	6	2.0
CCOc1ccc(CC(C(N)=O)C(N)=O)cc1	104	21	-8	-0.3	10	107	-8	1	0.0
O=C(CSc1nc2ccccc2c(=O)n1-c1ccccc1)NCc1ccc2c(c1)OCO2	104	26	-3	-0.6	25	102	5	4	-0.1
COc1ccc(CN2CCCCC2C)c(C)c1C (configuration not stated)	114	-3	-5	0.0	3	108	5	4	0.0
COCCNC(=O)Cn1nc(C)c([N+](=O)[O-])c1C	84	32	-5	-0.3	-2	93	-11	-8	-0.9
CCC1=NN2C(=N)/C(=C/c3ccc(OS(=O)(=O)c4ccccc4)c(OC)c3)C(=O)N=C2S1	94	4	-7	0.0	1	101	0	-4	2.4
N=C(N)SCc1ccccc1Cl	95	-11	3	1.9	26	88	3	-4	0.2
O=C(NC(Cc1ccccc1)C(=O)NCCc1ccccn1)c1ccccc1 (configuration not stated)	98	10	1	0.3	-2	99	0	3	-0.7
Cc1nnc(SCc2ccc([N+](=O)[O-])cc2)[nH]c1=O	108	4	-5	0.4	5	105	-5	5	0.4
CCCCOC(=O)Nc1ccc(S(=O)(=O)Nc2nc(C)cc(C)n2)cc1	96	5	-8	-0.7	11	96	-9	-5	-0.4
COc1ccc(NC(=O)CCCCCn2nnc3ccccc3c2=O)cc1	99	36	-8	.	10	97	-15	-1	.
COc1ccccc1OCC(=O)Nc1ccc(CSc2ccccc2)cc1C	97	21	-2	-0.1	1	100	8	-3	3.0
COc1ccc(Nc2nc(C)cc(C)c2C#N)cc1	107	-28	-6	-1.6	-14	99	-9	4	-1.2
CCN(CCNS(=O)(=O)c1ccc2[nH]c(=O)sc2c1)c1ccccc1	104	18	.	4.4	28	101	-3	8	5.7
O=C(NCc1ccco1)c1cc(-c2ccccc2)nn1CC1CC(c2cccnc2)=NO1 (configuration not stated)	111	.	-6	-0.5	.	112	.	5	-0.2
CNC1=C(N(C(C)=O)c2ccc(Br)cc2)C(=O)c2ccccc2C1=O	91	1	-5	-0.2	42	90	-4	-6	-0.9
CC1(C)CC(=O)c2cc(C(=O)N3CCN(CCO)CC3)c(=O)n(-c3ccc(Cl)cc3)c2C1	104	-24	0	3.1	3	109	11	5	0.3
CC1=CC2=NC(=O)CC(C)(C(=O)N(CC(=O)NC(C)(C)C)Cc3ccccc3)N2C=C1 (configuration not stated)	94	43	2	0.0	6	100	-5	-1	0.5
Cc1ccccc1C(=O)NCC(=O)Nc1ccccc1C(F)(F)F	103	10	-3	2.2	17	101	-16	-1	0.1
N#Cc1c(NC(=O)CSc2ncnc3sccc23)oc(-c2ccco2)c1-c1ccco1	100	59	-6	2.1	-16	102	2	1	1.0
COCCNC(=O)Cn1c(=O)n(CCCCCC(=O)NCc2ccc3c(c2)OCO3)c(=O)c2sccc21	.	27	.	-0.9	7	.	29*	.	0.3
O=C(Nc1nc(-c2cccs2)cs1)C1=COCCO1	93	-5	-3	-1.1	31	105	-9	13	-1.0

Some of these compounds in order of number of heavy atoms, highest first:
SMILES	MEKK2wt PB1 HTS	PHOSPHO1 inh	GalR3 antagonist	OXTR ag	NALP1 yeast inh	MEKK3 PB1 HTS	GPR7 antag	MEKK2mut PB1 HTS	V1R ag counter
O=C(NCc1ccco1)c1cc(-c2ccccc2)nn1CC1CC(c2cccnc2)=NO1 (configuration not stated)	111	.	-6	-0.5	.	112	.	5	-0.2
CC1=CC2=NC(=O)CC(C)(C(=O)N(CC(=O)NC(C)(C)C)Cc3ccccc3)N2C=C1 (configuration not stated)	94	43	2	0.0	6	100	-5	-1	0.5
O=C(NC(Cc1ccccc1)C(=O)NCCc1ccccn1)c1ccccc1 (configuration not stated)	98	10	1	0.3	-2	99	0	3	-0.7
CCN(CCNS(=O)(=O)c1ccc2[nH]c(=O)sc2c1)c1ccccc1	104	18	.	4.4	28	101	-3	8	5.7
Cc1ccccc1C(=O)NCC(=O)Nc1ccccc1C(F)(F)F	103	10	-3	2.2	17	101	-16	-1	0.1

Among those listed so far, 2 contain a COOH group:
SMILES	MEKK2wt PB1 HTS	PHOSPHO1 inh	GalR3 antagonist	OXTR ag	NALP1 yeast inh	MEKK3 PB1 HTS	GPR7 antag	MEKK2mut PB1 HTS	V1R ag counter
Cc1cccc(C(=O)Nc2ccc(CC(=O)O)cc2)c1	84	3	-3	-0.1	2	80	-12	-8	0.6
C=CCn1c(SCC(=O)O)nnc1-c1cccc(Cl)c1	101	-10	-2	0.6	-23	107	-15	-11	-0.2

Further compounds follow:
SMILES	MEKK2wt PB1 HTS	PHOSPHO1 inh	GalR3 antagonist	OXTR ag	NALP1 yeast inh	MEKK3 PB1 HTS	GPR7 antag	MEKK2mut PB1 HTS	V1R ag counter
Cc1cc(/C=C(\C#N)C(=O)N2CCCCC2)cc(C)c1O	105	51	-10	0.2	4	100	7	2	1.1
CCCCOc1ccc(NC(=O)c2cnc(C)cn2)cc1	103	5	-4	5.8	45*	104	2	2	5.6
CS(=O)(=O)Nc1ccc(C(=O)CC(=O)Nc2ccc([N+](=O)[O-])cc2)cc1	91	46	-9	-0.6	-4	93	3	0	-0.1
CCOC(=O)N1CCN(CCC(=O)Nc2cccc(C)c2)CC1	111	39	-10	-0.3	-2	106	-15	7	-1.2
CCOc1ccc(CCNC(=O)COC(=O)c2ccco2)cc1OCC	112	0	2	-0.5	-3	105	-4	13	0.6
O=S1(=O)OCCC(c2ccccc2)N1Cc1ccccc1 (configuration not stated)	95	-24	-2	-0.8	16	98	-2	7	1.1
COc1ccc(CNc2nc(C)c([N+](=O)[O-])c(C)c2C#N)cc1	83	10	-2	-2.5	53	98	-4	-1	-0.4
Cc1ccc(S(=O)(=O)N(C)C)cc1[N+](=O)[O-]	98	25	-7	0.9	15	97	-13	-11	1.5
Cc1ccc(NS(=O)(=O)c2c(C)[nH]c(=O)[nH]c2=O)c(Br)c1	104	18	-7	0.0	-3	104	-8	6	0.8
C=CCc1cc(C)ccc1OCCn1ccnc1	110	40	0	0.3	11	101	-8	2	0.3
Cc1ccc(CNC(=O)CN(CCc2ccccc2)S(C)(=O)=O)cc1	103	-25	3	-0.7	7	102	-1	2	-0.1
COc1ccc(-c2csc(NC(=S)NC(=O)/C=C/c3ccccc3)n2)cc1Br	104	29	-2	1.0	-2	103	-17	0	0.2
COc1ccc(CCC(=O)Nc2cc(Cl)ccc2OC)cc1	105	5	-7	-0.2	12	99	-2	3	1.4
COCC(C)NC(=O)c1ccccc1OC(C)=O (configuration not stated)	117	11	-4	0.0	14	109	-11	3	-0.1
O=C(NNC(=O)c1csc(-c2cccnc2)n1)c1ccccc1	83	9	1	0.4	.	85	-8	-5	-2.0
CC(C)C(OC(=O)c1ccco1)C(=O)NCc1ccccc1 (configuration not stated)	99	-17	-6	1.6	-1	102	12	0	0.3
CCn1c(SCC(=O)Nc2cccc(NC(=O)c3ccco3)c2)nnc1-c1cccs1	89	24	3	-0.7	18	88	-3	-8	0.6
COc1ccccc1CNC(=O)N1CCN(c2ccccc2C)CC1	91	2	-6	-1.2	13	99	15	-7	0.6
Cc1ccc(OCc2ccc(C(=O)NNC(=S)NCC3CCCO3)o2)c([N+](=O)[O-])c1 (configuration not stated)	104	-122	1	-0.6	6	98	9	0	3.2
CCOc1ccsc1C(=O)NNC(=O)c1ccco1	108	33	-2	-0.4	4	103	-12	8	1.0
C[C@@H]([C@H](O)c1ccccc1)N(C)C(=S)Nc1ccccc1	105	23	-3	.	6	107	-6	7	.
CC1CCC2(CC1)NC(=O)N(CC(=O)NC(=O)Nc1ccc3c(c1)OCCO3)C2=O (configuration not stated)	90	8	2	0.5	12	90	20*	-18	-0.3
CCS(=O)(=O)c1ccc(C(=O)Nc2ccccc2OC)c(Cl)c1Cl	96	-8	-3	0.7	4	96	-16	-7	2.2
COc1ccc(N=C2SC(C(=O)Nc3ccc4c(c3)OCO4)CC(=O)N2C)cc1 (configuration not stated)	99	34	-7	4.6	-2	98	-8	3	5.3
Cc1ccc(S(=O)(=O)NCCN2CCOCC2)c(C)c1C	101	41	-4	-0.5	8	100	-3	0	1.9
COC(=O)c1ccc(NS(=O)(=O)NC(=O)c2cn(C)c3ccccc23)cc1	105	-14	-8	1.1	3	101	-7	9	2.0

Screening data: PubChem, several laboratories
